Compound activity deposited in PubChem BioAssay by several laboratories.
Pemphigus Ab inh = human desmoglein-3 autoantibody binding inhibition. DSG3-coupled beads, scFv-anti-DSG3-GFP binding, flow cytometry; stronger effect = lower value. binding (percent of control), % at 10 µM. 0.48% of 310,000 active;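 active = binding more than 3 SD below its plate's average and above zero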;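 note: hits lower antibody fragment binding to DSG3; some compounds called inactive have numbers as strong as hits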
V-ATPase pHluor = alters yeast V-ATPase proton transport. S. cerevisiae, pHLuorin cytosolic pH fluorescence. response, % at 10 µM. 0.37% of 350,000 active. AID 504577; in the data active = response mostly above about 7.3%, no sharp cut-off; inactive = mostly below about 5.4%; note: actives read high; inactives centre near 0; some compounds called inactive have numbers as strong as hits; reference of the scale not given here
HTR5A inv ag = inverse agonist of human HTR5A in OPRM1-OPRD1 counter-screen | 0.083% of 340,000 active | AID 504634 | inhibition, % at 9.3 µM | P47898 | HTR5A cell line, luminescence, inverse agonism; in the data active = inhibition mostly above about 23%, no sharp cut-off; inactive = mostly below about 18%;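 note: 0% = cells with DMSO and 100% = no-cell wells with DMSO; some compounds called inactive have numbers as strong as hits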
Arr AP2 block = human beta-arrestin and AP2 interaction inhibition; 0.31% of 340,000 active; FITC-arrestin peptide / GST-AP2 beads, flow cytometry; AP2 beta2 appendage carries R879A mutation; inhibition, % at 10 µM; AID 504490;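 active = inhibition above a set limit, near 3 SD of compounds lacking own fluorescence, cut at about 54% in these data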;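 note: plate controls were DMSO wells for no effect and 5 µM unlabelled arrestin peptide for full effect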
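Assay system: GST-AP2 R879A bound to glutathione beads, E. coli-expressed; Medium: PBS with 0.05% Tween 20 and 0.1% BSA; Also added: fluorescein-tagged arrestin peptide at 50 nM final; Timing: 12 min plus 1 h, RT; Measured by: flow cytometry, FL1 (488/535 nm); Evaluation: percent drop in bead-associated FITC signal.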
DAGLB inh = blocks human DAGLB lipase activity. Q8NCG7. HEK293T DAGLB membrane lysate, EnzChek fluorogenic substrate. inhibition, % at 5.17 µM. 0.059% of 340,000 active. AID 504411; in the data active = inhibition above about 34%;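 note: 0% = enzyme with vehicle and 100% = wells lacking enzyme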
Target sequence (Q8NCG7 whole entry, looked up): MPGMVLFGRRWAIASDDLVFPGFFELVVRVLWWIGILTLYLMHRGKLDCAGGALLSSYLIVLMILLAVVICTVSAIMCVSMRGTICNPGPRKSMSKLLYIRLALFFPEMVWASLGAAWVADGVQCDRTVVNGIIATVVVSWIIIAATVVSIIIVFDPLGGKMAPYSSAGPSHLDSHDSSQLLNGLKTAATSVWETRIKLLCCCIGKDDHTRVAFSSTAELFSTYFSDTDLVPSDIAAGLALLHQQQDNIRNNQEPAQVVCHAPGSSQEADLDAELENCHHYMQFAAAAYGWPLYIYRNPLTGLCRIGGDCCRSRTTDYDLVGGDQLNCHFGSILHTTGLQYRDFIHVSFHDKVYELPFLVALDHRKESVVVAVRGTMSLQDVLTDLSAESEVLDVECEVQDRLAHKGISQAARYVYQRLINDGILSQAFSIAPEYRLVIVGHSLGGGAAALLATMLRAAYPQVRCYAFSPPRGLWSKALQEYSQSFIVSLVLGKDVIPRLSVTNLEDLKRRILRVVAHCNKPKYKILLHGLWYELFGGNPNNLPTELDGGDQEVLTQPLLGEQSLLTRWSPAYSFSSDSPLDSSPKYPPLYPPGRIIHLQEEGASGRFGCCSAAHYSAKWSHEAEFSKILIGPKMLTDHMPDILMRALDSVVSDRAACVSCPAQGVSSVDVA
PKA-R1A activ = PKA-R1A complex activation. P00514+P68181. PKA-R1A dissociation, Cy5-IP20 fluorescence polarization; scaled: DMSO 0%, 113 µM cGMP 100%. activation, % at 11.4 µM. 0.083% of 340,000 active;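 active = percent activation above the mean of all tested compounds plus 3 SD, cut at about 19% in these data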;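 note: higher means more PKAc released from R1A so a rise in polarization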
PKA-R2B act = activates the human PKA-R2B holoenzyme complex; P22694+P31323; PKA-R2B holoenzyme dissociation, Cy5-IP20 fluorescence polarization; R2B truncated from residue 108, S112A mutant; 0% DMSO only, 100% 113 µM cGMP; activation, % at 11.4 µM; 0.079% of 340,000 active; AID 504700;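 active = activation above a cutoff set at the mean over all compounds plus 3 SD, cut at about 18% in these data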;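 note: higher means more holoenzyme dissociation and a rise in polarization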
Target sequence (P31323 whole entry, looked up, other chains not shown, the tested form may be a part): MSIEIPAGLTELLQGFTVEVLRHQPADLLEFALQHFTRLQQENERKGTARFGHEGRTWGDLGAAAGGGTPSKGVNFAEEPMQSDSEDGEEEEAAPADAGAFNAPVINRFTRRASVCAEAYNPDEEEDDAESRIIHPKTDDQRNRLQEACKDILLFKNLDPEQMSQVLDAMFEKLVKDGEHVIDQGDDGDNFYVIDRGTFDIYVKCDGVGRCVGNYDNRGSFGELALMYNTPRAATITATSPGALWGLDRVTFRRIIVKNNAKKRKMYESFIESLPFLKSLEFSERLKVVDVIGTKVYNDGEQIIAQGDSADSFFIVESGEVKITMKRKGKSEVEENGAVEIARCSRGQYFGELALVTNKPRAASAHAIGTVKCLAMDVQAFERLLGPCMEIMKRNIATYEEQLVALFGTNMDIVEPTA
OPRM1-OPRD1 inv = inverse agonists of human mu-delta opioid receptor heterodimerization; cell-based MOR-DOR heterodimer luminescence, inverse agonism; inhibition, % at 9.3 µM; 0.21% of 340,000 active; AID 504357; in the data active = inhibition above about 22%, passing the limit was not always enough;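 note: 0% = cells with DMSO and 100% = wells without cells with DMSO; values of inactives mirror those of a sister screen read the other way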
HTR5A ag = activates human HTR5A in OPRM1-OPRD1 agonist counter-screen; P47898; HTR5A agonist assay, luminescence, cell-based; activation, % at 9.3 µM; 0.61% of 340,000 active; in the data active = activation mostly above about 9.5%, no sharp cut-off; inactive = mostly below about 7.6%;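 note: 0% = cells with vehicle only and 100% = reference agonist; strong numbers were not always called active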
OPRM1-OPRD1 ag = agonists of human mu-delta opioid receptor heterodimerization | P35372+P41143 | cells, OPRM1-OPRD1 heterodimerization, luminescence | 0.3% of 340,000 active | activation, % at 9.3 µM; in the data active = activation above about 18%;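 note: 0% = vehicle-treated cells and 100% = reference agonist; values of inactives mirror those of a sister screen read the other way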
* = called active by the depositor; . = not tested or not shown.

Second line of a record – Pemphigus Ab inh	V-ATPase pHluor	HTR5A inv ag	Arr AP2 block	DAGLB inh	PKA-R1A activ	PKA-R2B act	OPRM1-OPRD1 inv	HTR5A ag	OPRM1-OPRD1 ag
N/C(=N\OC(=O)Cc1ccc([N+](=O)[O-])cc1)c1cccc(Br)c1
    118	2	-7	-3	-5	-9	-6	-27	8	5.5
COc1ccccc1NC(=O)CN1CCN(c2ccccc2OC)CC1
    97	-3	-6	17	-5	-3	10	-16	2	2.5
Cc1ccccc1OCC(O)CN1CCN(CCN2C(=O)c3cccc4cccc(c34)C2=O)CC1 (configuration not stated)
    88	-3	15	-12	2	6	-6	4	-2	-0.8
Cc1cc(C(=O)N/N=C/c2ccc([N+](=O)[O-])cc2)c2ccccc2n1
    .	3	-1	-5	0	-4	11	-6	1	1.2
COc1ccc(NC(=O)c2cccc(S(=O)(=O)N3CCN(C)CC3)c2)c(OC)c1
    .	5	3	-8	-1	-9	5	19	-1	-3.5
O=C(Nc1cccc2ncccc12)c1cc(Br)ccc1Cl
    103	-3	2	38	-1	13	-8	16	0	-3.4
CC(C)Oc1ccc(-c2cc(C(=O)NCCN3CCOCC3)c3ccccc3n2)cc1
    102	-3	-17	-6	-10	-5	4	11	6	-2.1
COc1ccc(C)cc1NC(=O)C(Sc1nnc(-c2cccs2)o1)c1ccccc1 (configuration not stated)
    105	-1	-10	0	1	5	-6	9	0	-1.8
O=C1C=CC(n2cc(F)c(=O)[nH]c2=O)O1 (configuration not stated)
    107	-2	.	.	-6	-3	-6	.	.	.
O=C(O)c1ccc(N/N=C/c2cccc(C(F)(F)F)c2)cc1
    108	-1	-11	3	-8	6	-10	1	3	-0.1
Cc1ccc(O)c(NC(=O)c2cc3nc4c(c(C(F)(F)F)n3n2)CCc2ccccc2-4)c1
    101	-3	-24	.	1	-2	3	4	4	-0.7
Cc1cccc(C(=O)NCC(=O)OCC(=O)c2ccc(Br)s2)c1
    103	-2	27	2	-2	-6	-10	18	-11	-4.7
CS(=O)(=O)N(CC(=O)Nc1cccc([N+](=O)[O-])c1)c1ccccc1
    98	-1	3	39	-1	-11	9	10	-7	-2.0
COc1ccc(C(=O)NC2CCCN(Cc3ccc(Cl)cc3)C2)c(OC)c1 (configuration not stated)
    100	-1	-11	-2	-7	0	3	-16	3	3.5
O=C(Nc1c(F)cc(F)cc1Br)c1cc2nc(C(F)F)cc(C(F)F)n2n1
    101	-1	6	-6	-2	-8	11	9	-2	-1.6
O=C(COc1ccc(S(=O)(=O)N2CCOCC2)cc1)NCCCn1ccnc1
    .	-3	5	17	-1	3	-6	10	0	-1.6
COc1cc(OC)cc(C(=O)Nc2cccc(NC(=O)c3cccs3)c2)c1
    98	2	.	.	-5	-16	-3	.	.	.
CCOC(=O)c1cnc(SCC(=O)OCC(=O)N(CC)C2CCS(=O)(=O)C2)nc1N (configuration not stated)
    103	2	-26	-8	3	5	-21	7	9	-1.1
CCOCCCNC(=O)C(c1ccc(C)cc1)N(Cc1cccs1)C(=O)c1ccccn1 (configuration not stated)
    115	-1	7	1	-1	-7	-7	19	-3	-4.1
Cc1ccc(C(=O)Nc2ccc(CC(=O)O)cc2)o1
    104	3	-3	-2	0	-11	-1	15	-4	-3.3
O=C(O)Cn1c(-c2ccccn2)nc2ccccc21
    120	2	-22	3	-1	2	-16	-1	-3	0.1
CSc1ncccc1C(=O)OCC(=O)NC(C)C
    101	1	14	-2	-4	9	-4	0	3	0.0
O=C(N/N=C/C(Br)=C/c1ccccc1)NC1CCCCC1
    126	-4	5	1	-1	-7	-18	-30	0	5.7
Cc1ccccc1C(=O)N(Cc1cccs1)C1CCS(=O)(=O)C1 (configuration not stated)
    106	0	-3	-3	3	-10	-4	7	1	-1.3
COC(=O)c1[nH]c2cc(OC)ccc2c1NC(=O)CCN1CCN(Cc2ccc3c(c2)OCO3)CC1
    .	0	1	8	1	-7	4	17	6	-3.3
O=C(CCSCCc1ccncc1)NCCCN1CCOCC1
    101	0	-2	5	-5	-13	-6	0	1	0.0
Fc1ccc(N2CCN(c3nnnn3-c3ccccc3)CC2)cc1
    94	-4	4	-4	1	-14	-7	18	-2	-3.3
CCOc1ccc(NC(=O)c2cc(=O)[nH]c3ccccc23)cc1
    103	0	-44	39	-1	0	-11	7	16*	-1.3
CC(C)COP(=O)(c1ccc(N(C)C)cc1)C(O)c1ccccc1 (configuration not stated)
    93	5	1	9	-1	7	-1	9	0	-1.6
COc1ccc(C(=O)Nc2ccc(N3CCN(C)CC3)cc2)cc1
    105	0	1	42	-1	-1	1	7	0	-1.5

Other records
Second line of a record – Pemphigus Ab inh	V-ATPase pHluor	HTR5A inv ag	Arr AP2 block	DAGLB inh	PKA-R1A activ	PKA-R2B act	OPRM1-OPRD1 inv	HTR5A ag	OPRM1-OPRD1 ag
Cc1ccc(OCCOc2cccc(Br)c2)c([N+](=O)[O-])n1
    83	3	10	0	-2	2	-6	-8	1	1.2
CCOC(=O)C(C(=O)OCC)C(c1ccccc1)N1CCN(c2ccccc2)CC1 (configuration not stated)
    121	1	1	4	0	-8	-5	4	0	-0.7
C=CCN=C(NC#N)SCC(=O)c1cccc(OC)c1
    99	0	2	-4	0	-2	-1	17	-6	-3.1
CCc1nnc(NC(=O)C2CSC3(C)CCC(=O)N23)s1 (configuration not stated)
    103	-3	3	19	4	-6	-7	2	1	-0.3
O=C(NCCN1C(=O)S/C(=C\c2cccnc2)C1=O)c1ccc([N+](=O)[O-])s1
    46	4	-14	14	4	-11	-10	-17	5	2.5
CC(C)OC(=O)NCCOC(=O)Nc1cccc(Cl)c1
    .	0	-11	-11	-4	-3	0	12	4	-2.0
O=C1CCCN1S(=O)(=O)c1ccccc1
    83	-4	-2	8	1	-8	-1	6	1	-1.1
O=C(C1=C[C@H](c2coc3ccccc3c2=O)C[C@H](OCc2ccc(CO)cc2)O1)N1CCN(Cc2ccccc2)CC1
    108	3	-7	-5	0	-4	-12	7	2	-1.1
COc1ccc(OC)c(CN2CCN(C(=O)c3cccc(S(=O)(=O)Nc4ccc(C)cc4)c3)CC2)c1
    107	-1	1	28	1	-3	-11	-7	0	1.1
CC1(C)Oc2ccc3ccc(=O)oc3c2[C@@H](O)[C@@H]1O
    107	1	-4	-2	1	0	-14	-3	4	0.6
O=c1c2c3c(sc2nc2n1CCC2)CCCC3
    108	-1	-8	-6	0	-1	5	16	3	-3.0
O=C1[C@H]2[C@@H](c3ccc(Cl)cc3)N3C(=O)N(c4cccc(Br)c4)C(=O)[C@@]3(Cc3ccc(Cl)cc3)[C@H]2C(=O)N1C1CCCCC1
    98	-1	-1	2	-1	-9	-10	5	2	-1.0
Cc1ccsc1CNC12CC3CC(CC(C3)C1)C2
    113	1	-1	-14	0	-13	21*	1	0	-0.1
Cc1c(Cl)cccc1-n1c(-c2cccnc2)n[nH]c1=S
    86	-1	-16	0	2	8	7	2	0	-0.3
O=C(O)C12CC3CC(C1)CC(n1ncc(NCc4ccco4)c(Cl)c1=O)(C3)C2
    103	-1	7	-12	-2	-3	1	16	-2	-3.0
COc1cc(/C=C(\C#N)c2ccccn2)ccc1OCc1ccccc1Cl
    124	3	7	4	-7	-4	4	-5	1	0.9
N=C1SCC(=O)N1c1ccccc1Cl
    110	1	-6	33	-3	-1	5	17	2	-3.5
Cc1ccc(Nc2nc(NCC3CCCO3)nc(N)c2[N+](=O)[O-])cc1C (configuration not stated)
    95	-1	-2	-4	3	3	9	-2	5	0.4
O=C1CCN(S(=O)(=O)c2ccc(Br)cc2)CCN1
    100	6	3	-10	1	-5	1	5	-1	-1.0
Nc1ccc(Sc2nc3ccccc3[nH]2)cc1
    96	3	-21	11	-1	4	-5	8	-3	-1.7
O=C(O)c1c(Cl)c(Cl)c(Cl)c(Cl)c1C(=O)N1CCCC1
    97	-4	-3	5	-1	1	2	2	0	-0.3
CSc1ccc(S(=O)(=O)N2CCC(C(=O)NCc3cccnc3)CC2)cc1
    114	4	-5	25	-2	-3	-7	-5	2	0.6
CCOC(=O)c1c(C(C#N)C#N)cc(C)nc1C
    100	-1	-7	9	0	0	-7	4	-7	-0.7
COc1ccccc1NC(=O)NC1(C(=O)N2CCC(C)CC2)CCCCC1
    103	3	-4	32	0	11	7	21	1	-4.0
CCN(CC)CCCN1C(=O)C(=O)/C(=C(/O)c2cc(C)ccc2C)C1c1cccnc1 (configuration not stated)
    94	-5	14	2	1	-6	-6	2	-3	-0.3
COc1cc(C)ccc1OCc1cc(C(=O)N(Cc2nccn2C)C(C)C)no1
    99	2	1	-15	1	-3	0	17	5	-3.3

Some of the entries so far, with bars between the fields:
SMILES | Pemphigus Ab inh | V-ATPase pHluor | HTR5A inv ag | Arr AP2 block | DAGLB inh | PKA-R1A activ | PKA-R2B act | OPRM1-OPRD1 inv | HTR5A ag | OPRM1-OPRD1 ag
N/C(=N\OC(=O)Cc1ccc([N+](=O)[O-])cc1)c1cccc(Br)c1 | 118 | 2 | -7 | -3 | -5 | -9 | -6 | -27 | 8 | 5.5
COc1ccccc1NC(=O)CN1CCN(c2ccccc2OC)CC1 | 97 | -3 | -6 | 17 | -5 | -3 | 10 | -16 | 2 | 2.5
Cc1ccccc1OCC(O)CN1CCN(CCN2C(=O)c3cccc4cccc(c34)C2=O)CC1 (configuration not stated) | 88 | -3 | 15 | -12 | 2 | 6 | -6 | 4 | -2 | -0.8
Cc1cc(C(=O)N/N=C/c2ccc([N+](=O)[O-])cc2)c2ccccc2n1 | . | 3 | -1 | -5 | 0 | -4 | 11 | -6 | 1 | 1.2
COc1ccc(NC(=O)c2cccc(S(=O)(=O)N3CCN(C)CC3)c2)c(OC)c1 | . | 5 | 3 | -8 | -1 | -9 | 5 | 19 | -1 | -3.5
O=C(Nc1cccc2ncccc12)c1cc(Br)ccc1Cl | 103 | -3 | 2 | 38 | -1 | 13 | -8 | 16 | 0 | -3.4
CC(C)Oc1ccc(-c2cc(C(=O)NCCN3CCOCC3)c3ccccc3n2)cc1 | 102 | -3 | -17 | -6 | -10 | -5 | 4 | 11 | 6 | -2.1
COc1ccc(C)cc1NC(=O)C(Sc1nnc(-c2cccs2)o1)c1ccccc1 (configuration not stated) | 105 | -1 | -10 | 0 | 1 | 5 | -6 | 9 | 0 | -1.8
O=C1C=CC(n2cc(F)c(=O)[nH]c2=O)O1 (configuration not stated) | 107 | -2 | . | . | -6 | -3 | -6 | . | . | .
O=C(O)c1ccc(N/N=C/c2cccc(C(F)(F)F)c2)cc1 | 108 | -1 | -11 | 3 | -8 | 6 | -10 | 1 | 3 | -0.1
Cc1ccc(O)c(NC(=O)c2cc3nc4c(c(C(F)(F)F)n3n2)CCc2ccccc2-4)c1 | 101 | -3 | -24 | . | 1 | -2 | 3 | 4 | 4 | -0.7
